Screening results from PubChem.
Granule exo inh: lytic granule exocytosis inhibition; 360,000 compounds, 0.66% hits; inhibition, % at 10 µM; TALL-104 LAMP-1 surface exposure, flow cytometry; cells stimulated with thapsigargin and PMA;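 active means inhibition above about 55%, limit read from the data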
ABHD5-PLIN5 inh: inhibitors of human ABHD5-perilipin-5 interaction; Q00G26+Q8WTS1; Split G. princeps luciferase complementation, luminescence, 4 h; inhibition, % at 4 µM; 360,000 compounds, 0.78% hits; AID 602281;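 active means inhibition above the mean inhibition across every tested compound plus 3 SD, cut at about 22% in these data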;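 further: 0% = DMSO only wells and the 100% control is not disclosed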
MC4R ag barr: human MC4R agonism via beta-arrestin. U2OS MC4R beta-arrestin complementation, luminescence; percent of melanotan II response, DMSO zero. activation, % at 8.9 µM. P32245. AID 540308. 360,000 compounds, 0.98% hits;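 active means activation above a per-plate cutoff, the mean activation of sample wells on that plate plus 3 SD, cut at about 8% in these data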
Target sequence (P32245 whole entry, looked up): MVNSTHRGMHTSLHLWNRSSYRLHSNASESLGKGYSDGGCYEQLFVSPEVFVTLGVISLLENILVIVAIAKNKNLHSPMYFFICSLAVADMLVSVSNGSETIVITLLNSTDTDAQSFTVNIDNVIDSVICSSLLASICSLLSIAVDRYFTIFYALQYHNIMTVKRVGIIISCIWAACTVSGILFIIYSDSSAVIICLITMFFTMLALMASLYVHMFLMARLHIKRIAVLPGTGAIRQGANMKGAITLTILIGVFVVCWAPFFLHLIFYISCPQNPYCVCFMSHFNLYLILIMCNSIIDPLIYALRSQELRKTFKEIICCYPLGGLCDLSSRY
m5-HT2A agonist: agonists of mouse serotonin 5-HT2A receptor (HTR2A) | CHO-K1 mHTR2A beta-arrestin complementation, luminescence; percent of 30 µM serotonin response | 360,000 compounds, 0.66% hits | activation, % at 7.6 µM | AID 624169 | P35363;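 active means activation above a run cutoff, the mean activation of all tested compounds plus 3 SD, cut at about 14% in these data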;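 further: 0% = plate median of compound wells and 100% = 30 µM serotonin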
Target sequence (P35363 whole entry, looked up): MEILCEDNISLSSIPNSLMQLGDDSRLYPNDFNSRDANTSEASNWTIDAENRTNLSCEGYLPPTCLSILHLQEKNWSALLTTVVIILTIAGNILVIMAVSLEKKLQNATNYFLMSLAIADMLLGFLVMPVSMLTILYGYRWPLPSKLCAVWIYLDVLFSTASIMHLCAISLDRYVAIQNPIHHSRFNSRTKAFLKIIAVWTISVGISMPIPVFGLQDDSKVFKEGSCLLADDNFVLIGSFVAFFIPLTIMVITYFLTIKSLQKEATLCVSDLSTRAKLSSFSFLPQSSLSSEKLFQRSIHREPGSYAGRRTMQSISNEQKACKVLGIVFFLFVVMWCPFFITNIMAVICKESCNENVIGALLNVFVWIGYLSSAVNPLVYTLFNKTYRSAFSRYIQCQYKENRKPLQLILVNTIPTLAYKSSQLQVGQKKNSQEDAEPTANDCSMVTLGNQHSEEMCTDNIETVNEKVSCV
ABCB6 inh MLPCN: blocks the human ABCB6 transporter; fluorescence ratio to DMSO, % at 10 µM; Q9NP58; 360,000 compounds, 0.19% hits; AID 602162; K562-ABCB6 porphyrin accumulation, flow cytometry, 1 h; hits give low values;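 active means fluorescence ratio to DMSO below 75%, the collection mean minus 3 SD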;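 further: signal is porphyrin accumulated inside mitochondria; 100% equals median channel fluorescence of DMSO control wells; lower ratio means ABCB6 inhibition with less porphyrin fluorescence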
hiPSC survival: enhancers of human iPSC single-cell survival. survival enhancement, % at 20 µM. hiPSC single-cell survival, ATPlite luminescence; 100% = ROCK inhibitor wells, 0% = DMSO. 360,000 compounds, 0.044% hits; in the data active means survival enhancement above about 18%;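 further: cells exposed to compounds for 16 hours before the ATP read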
Glyco luc inh: blocks N-linked glycosylation in D54 reporter cells | D54 ERlucT glycosylation luciferase reporter, 24 h; percent of 100 nM tunicamycin response | reporter increase, % at 12.5 µM | 360,000 compounds, 0.23% hits | AID 588692;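 active means mean luciferase reporter signal, scaled so untreated is 0 and the glycosylation-blocking control 100, at or above a set limit in every replicate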;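 further: luciferase carries N-glycosylation sites so blocking glycosylation raises the light; 0% = median of neutral control wells and 100% = median of 100 nM tunicamycin wells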
MC4R antagonist: blocks human MC4R cAMP signaling. P32245. 360,000 compounds, 0.48% hits. MC4R-expressing cells, MTII-stimulated cAMP, LANCE TR-FRET. AID 540295. inhibition, % at 6.5 µM;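 active means inhibition above its plate's cutoff, the mean of tested wells on that plate plus 3 SD, cut at about 29% in these data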;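 further: 0% = Melanotan II alone and 100% = Melanotan II plus saturating MCL0020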
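system = U2OS cells with stable human MC4R expression | also added = Melanotan II challenge after compound preincubation | dosing = one concentration, 6.5 µM nominal | incubation = compound 30 min, challenge 1 h, detection 1 h | measured by = TR-FRET with Eu-cAMP and labeled anti-cAMP, 671 nm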
Cardio protect: myocardial damage modulation in H9c2 cells | H9c2 cardiomyocytes, H2O2 injury protection, ATPLite, 2 h | protection from H2O2 cell death, % at 20 µM | 360,000 compounds, 0.63% hits;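 active means compounds giving at least 50% protection of heart cells from peroxide-induced death in the single-dose screen, raw or plate-pattern-corrected value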;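 further: 0% = DMSO wells with peroxide and 100% = DMSO wells without peroxide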
aDG glyco act: increases alpha dystroglycan glycosylation; Pro5-aDG cells, alpha-DG glycosylation AlphaScreen (IIH6); 0% Pro5, 100% B10-LARGE cell signal; activation, % at 10 µM; 360,000 compounds, 0.22% hits; AID 624168;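 active means activation of at least 8% versus controls, or a plate z-score of at least 8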;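 further: Pro5 are CHO cells carrying HIG-tagged alpha-DG that lacks glycosylation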
The depositor's hits bear a star; . = not tested or not shown.

1	CN(C(=O)CSc1nnc(COc2ccccc2F)n1N)C1CCCCC1
2	COCc1cc(C(C)=O)ccc1OC
3	CC1CCCCC1N1CCN(C(=O)c2cccc(F)c2)CC1 (stereo not drawn)
4	O=S(=O)(NC1CCCCC1NCc1ccco1)c1ccc(Cl)cc1 (stereo not drawn)
5	COc1cc(/C=C(\C#N)c2nc3c(s2)CC(C)CC3)ccc1O (stereo not drawn)
6	CCN1C(=O)[C@H]2[C@@H](c3ccc(-c4ccccc4)cc3)N[C@@](Cc3ccccc3)(C(=O)OC)[C@H]2C1=O
7	CC1C2Cn3c(nc4ccccc43)C1N(C(C)C)O2 (stereo not drawn)
8	COc1ccc(C(=O)Nc2ccc(S(=O)(=O)Nc3onc(C)c3C)cc2)cc1OC
9	COCCN(C(=O)COC(=O)COc1ccc2ccccc2c1)c1c(N)n(Cc2ccccc2)c(=O)[nH]c1=O
10	Fc1ccc(NC(=S)Nc2nccs2)cc1

assay / compound,1,2,3,4,5,6,7,8,9,10
Granule exo inh,2,-3,-3,-4,0,-4,-9,3,0,5
ABHD5-PLIN5 inh,-6,-6,-3,0,2,-6,-33,4,9,-5
MC4R ag barr,-2.7,-0.8,-0.2,-2.3,-1.9,2.4,-1.7,0.4,-0.1,-3.3
m5-HT2A agonist,-3,3,1,-2,-2,2,-2,-1,1,-1
ABCB6 inh MLPCN,108,106,104,100,158,93,99,97,103,99
hiPSC survival,-0.5,-1.0,1.1,-2.1,-2.4,-2.9,-1.0,2.0,-0.3,0.5
Glyco luc inh,1,4,0,-1,0,0,2,2,1,0
MC4R antagonist,7,2,-2,12,14,15,3,14,0,17
Cardio protect,10,2,15,-1,-14,20,-1,17,-4,-27
aDG glyco act,0.3,-0.1,0.1,0.0,-0.1,1.1,0.0,-0.3,0.0,-0.6

Quoted from above, entries 8 to 10
8	COc1ccc(C(=O)Nc2ccc(S(=O)(=O)Nc3onc(C)c3C)cc2)cc1OC
9	COCCN(C(=O)COC(=O)COc1ccc2ccccc2c1)c1c(N)n(Cc2ccccc2)c(=O)[nH]c1=O
10	Fc1ccc(NC(=S)Nc2nccs2)cc1

assay / compound,8,9,10
Granule exo inh,3,0,5
ABHD5-PLIN5 inh,4,9,-5
MC4R ag barr,0.4,-0.1,-3.3
m5-HT2A agonist,-1,1,-1
ABCB6 inh MLPCN,97,103,99
hiPSC survival,2.0,-0.3,0.5
Glyco luc inh,2,1,0
MC4R antagonist,14,0,17
Cardio protect,17,-4,-27
aDG glyco act,-0.3,0.0,-0.6

(next part)
11	O=C(CN(C(=O)Cn1nnc(-c2cccs2)n1)c1ccc2c(c1)OCCO2)NC1CCCCC1
12	CS(=O)(=O)N1CCc2cc(NC(=O)c3ccc(Cl)cc3Cl)ccc21
13	O=C1[C@H](Cc2ccccc2)NCC=CC[C@@H](c2ccco2)N1Cc1ccccc1
14	CC(=O)Nc1ccc(S(=O)(=O)N2CCC(NC(=O)C(Cc3ccc(C)cc3)NC(C)=O)CC2)cc1 (stereo not drawn)
15	O=C(/C=C/c1ccc(OCc2c(F)cccc2Cl)cc1)N1CCOCC1
16	Cc1c(NS(=O)(=O)c2ccccc2F)c(=O)n(-c2ccccc2)n1C
17	Cc1ccc2nc(NCCCO)nc(-c3ccccc3)c2c1
18	COc1ccc(Br)cc1S(=O)(=O)NCCN1CCOCC1
19	Fc1cc(F)cc(NC(=S)Nc2ccccc2N2CCOCC2)c1
20	COc1ccccc1C(=O)Nc1ccnn1C1CCN(Cc2csc(C(C)=O)c2)CC1

assay / compound,11,12,13,14,15,16,17,18,19,20
Granule exo inh,3,-1,10,-28,2,-15,2,1,2,-2
ABHD5-PLIN5 inh,3,2,2,-5,-7,11,4,6,-6,4
MC4R ag barr,-2.3,-1.2,0.5,0.1,0.3,0.9,-1.1,-2.4,-1.6,-3.6
m5-HT2A agonist,3,1,-10,3,1,-2,-6,8,1,4
ABCB6 inh MLPCN,102,97,99,98,97,103,96,103,99,99
hiPSC survival,-1.6,0.2,-1.3,0.6,0.2,-0.4,-2.4,-1.2,-0.3,-0.3
Glyco luc inh,-2,-1,-1,1,-12,0,10,0,2,4
MC4R antagonist,4,-8,2,0,14,7,4,8,-14,-2
Cardio protect,3,-14,0,1,-13,-2,-5,8,-4,5
aDG glyco act,-0.1,-0.8,0.0,0.0,1.8,-0.2,3.5,-0.4,0.2,0.1

21	CCc1ccccc1NC(=O)CN(c1ccc(OC)cc1OC)S(=O)(=O)c1ccccc1[N+](=O)[O-]
22	O=C(CN1CCN(Cc2ccccc2)CC1)NNC(=O)c1ccc(Cl)cc1
23	Cc1ccc(S(=O)(=O)NC2CCCc3ccccc32)cc1C (stereo not drawn)
24	S=C(NCc1ccccc1)NNc1ccccc1
25	Cc1ccc(C)c(N(CC(=O)Nc2ccccc2C(=O)NCc2ccco2)S(=O)(=O)c2ccccc2)c1
26	CCOc1ccc(NC(=O)COC(=O)Cc2ccsc2)cc1
27	O=C(Nc1cc(S(=O)(=O)N2CCCC2)ccc1OCC(F)(F)F)c1ccccc1F
28	CC(/C=N/NC(=O)c1ccccn1)=C\c1ccco1
29	CCCCCCCCNc1ccccc1S(=O)(=O)NCc1ccccc1
30	COc1ccc(C(=O)Nc2cnn(Cc3c(F)cccc3Cl)c2)cc1OC

assay / compound,21,22,23,24,25,26,27,28,29,30
Granule exo inh,2,2,3,-3,-2,-1,-6,9,3,-2
ABHD5-PLIN5 inh,1,3,-10,-40,-1,5,3,17,-11,-4
MC4R ag barr,-1.7,1.1,3.5,0.2,1.3,-2.0,-0.1,3.9,1.0,2.9
m5-HT2A agonist,-5,1,-7,-4,0,0,1,-1,-2,-1
ABCB6 inh MLPCN,100,92,86,94,102,95,101,85,95,89
hiPSC survival,1.9,-0.6,-0.5,-1.3,-2.3,-0.3,-1.3,-0.1,-1.3,0.3
Glyco luc inh,-7,0,-4,-1,-4,0,-3,-1,-6,1
MC4R antagonist,2,3,31*,0,-5,0,-1,-3,11,21
Cardio protect,9,5,-15,-4,15,-6,-7,-9,-32,6
aDG glyco act,0.6,0.0,0.0,0.2,-0.1,0.0,0.0,-0.2,0.1,-0.1

31	COc1ccccc1N(CC(=O)NC(C)(C)C)C(=O)c1ccc(Cl)nc1
32	CCc1n[nH]c(=S)n1/N=C/c1ccc(NC(C)=O)cc1
33	COc1cc2nc(CN3CCN(S(=O)(=O)c4ccccc4)CC3)[nH]c(=O)c2cc1OC
34	COc1ccc(-c2noc(N3CCC(C(=O)NCCCN4CCCCC4)CC3)n2)cc1
35	COc1ccc(CCNc2ncnc3c2[nH]c2cc(OC)c(OC)cc23)cc1OC
36	O=C(NCCc1nc(-c2ccc(F)cc2)no1)c1ccc(F)cc1
37	Cc1cc(C)c(-c2nc3ccccc3s2)[nH]1
38	O=C1NC(O)CCN1C1CC(O)C(CO)O1 (stereo not drawn)
39	COc1ccc(C2CC(c3ccccc3)=NN2C(=O)CCC(=O)O)cc1 (stereo not drawn)
40	CCOC(=O)C(C)Oc1ccc(C2NC(=O)NC(C)=C2C(=O)Nc2ccccc2C)cc1 (stereo not drawn)

assay / compound,31,32,33,34,35,36,37,38,39,40
Granule exo inh,-2,0,2,1,3,4,12,-11,-1,7
ABHD5-PLIN5 inh,2,-11,4,5,4,6,8,0,6,-1
MC4R ag barr,-0.3,-2.0,-2.7,-1.2,-1.0,-1.7,1.2,.,0.3,-1.6
m5-HT2A agonist,0,3,3,10,3,4,13,1,0,0
ABCB6 inh MLPCN,100,100,101,103,97,94,118,97,102,96
hiPSC survival,-0.3,-0.3,-0.2,0.4,0.5,1.3,0.5,0.0,-0.8,4.8
Glyco luc inh,1,2,3,-11,-5,2,-1,-1,2,3
MC4R antagonist,5,11,6,3,1,1,14,.,17,-1
Cardio protect,-6,-2,-4,9,4,3,-4,2,-2,4
aDG glyco act,0.2,-0.2,-0.1,-0.2,-0.5,0.9,-0.1,-0.2,-0.1,-0.2

41	O=C(Nc1cccnc1)c1ccc2c(c1)C(=O)N(CC1CCCO1)C2=O (stereo not drawn)
42	CC/C(Cc1ccccc1)=N/NC(=O)c1cccc(Br)c1
43	CCN(C(=O)COC(=O)c1cc(NS(=O)(=O)c2ccc(Cl)c([N+](=O)[O-])c2)ccc1O)C1CCCCC1
44	Cc1ccc(-c2ccc([C@H]3[C@H]4C=CC[C@@H](C)[C@@H]4C(=O)N3Cc3ccccc3)c(F)c2)cc1
45	Nc1nc(N2CCN(C/C=C/c3ccccc3)CC2)nc2ccccc12
46	CCC(CC)C(=O)Nc1nnc(SCC(=O)NC2CCCCC2)s1
47	CCOc1cc(C(=O)N2CCN(c3ccccc3)CC2)cc(OCC)c1OCC
48	CCOc1ccc(OCC(=O)OCc2csc(CC(=O)Nc3ccccc3C)n2)cc1
49	Cc1cc(C)c(S(=O)(=O)Nc2nnc(C(C)C)s2)c(C)c1
50	Cc1cccc(C(=O)N2CCC(=O)N(C(COCc3cccc(C(F)(F)F)c3)Cc3ccccc3)CC2)c1 (stereo not drawn)

assay / compound,41,42,43,44,45,46,47,48,49,50
Granule exo inh,28,-9,3,-7,-1,-8,-2,1,0,-8
ABHD5-PLIN5 inh,-5,-3,-4,-3,28*,-1,-5,0,-7,4
MC4R ag barr,2.7,0.6,-0.6,-0.7,-1.5,0.4,-2.1,-5.4,-2.0,0.0
m5-HT2A agonist,1,8,3,6,-9,2,0,6,1,4
ABCB6 inh MLPCN,100,94,99,101,98,95,89,93,93,79
hiPSC survival,0.0,-0.7,1.4,1.6,-0.4,0.0,2.6,0.1,0.3,-0.4
Glyco luc inh,-1,-1,3,-2,-3,2,0,-1,2,0
MC4R antagonist,5,2,8,2,-7,16,5,3,0,5
Cardio protect,16,19,-3,-13,1,2,0,-1,8,-1
aDG glyco act,-0.5,-0.2,-0.2,0.0,1.5,0.1,-0.1,0.0,0.0,1.1

51	Cc1ccc(CN2CCN(Cc3ccc(OC(C)C)cc3)CC2CCO)o1 (stereo not drawn)
52	CC(=O)N1CCN(CCN=CC2=C(O)CC(c3ccc(Cl)cc3)CC2=O)CC1 (stereo not drawn)
53	CC(C)OC(=O)c1cccc(C(=O)Oc2ccccc2)n1
54	COC(=O)c1[nH]c2ccc(C)cc2c1NS(=O)(=O)c1ccc(F)c(C)c1
55	CC(C)CNS(=O)(=O)c1ccc(OCC(=O)Nc2ccc3c(c2)OCCO3)cc1
56	CCN(CC)C(=O)c1ccccc1NS(C)(=O)=O

assay / compound,51,52,53,54,55,56
Granule exo inh,-3,-4,-1,-2,-4,-4
ABHD5-PLIN5 inh,-3,-2,-8,-5,-10,5
MC4R ag barr,-1.7,-2.1,1.3,-1.2,1.2,-1.9
m5-HT2A agonist,-6,6,-2,-3,-4,3
ABCB6 inh MLPCN,97,97,105,96,96,97
hiPSC survival,-0.9,0.7,0.8,-2.2,5.1,-0.1
Glyco luc inh,-3,1,2,-3,-1,1
MC4R antagonist,-6,-1,7,-2,10,4
Cardio protect,2,3,4,-2,1,8
aDG glyco act,0.3,-0.1,0.1,0.2,0.1,0.0
